Source: PubChem BioAssay (National Center for Advancing Translational Sciences (NCATS))
KB-3-1 cytotox – qHTS assay for MDR1-selective chemotherapeutics: Primary screen using the parental adenocarcinoma cell KB-3-1. KB-3-1 viability, CellTiter-Glo ATP luminescence, 72 h. Potency, µM (doses to about 46.1 µM), for the others: at the top dose activity change, negative = cytotoxic, actives largely listed as cytotoxic. actives 1.4% (n = 400,000). AID 1347075, 2019; note: % is set by controls: 0 for no effect and ±100 for the full control effect; nearly all actives have a fitted effect of over 60% in size
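Viability of parental KB-3-1 cells, measured by CellTiter-Glo luminescence, followed a 72 h incubation at 37 °C with pinned compounds in phenol-red-free DMEM containing 10% FBS.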
SW480 rereplic – A quantitative high throughput screen for small molecules that induce DNA re-replication in SW480 colon adenocarcinoma cells; AID 624297, 2012; Potency, µM (doses to about 46.1 µM), inactives show at the top dose re-replication activation, most hits filed as activators; SW480 DNA re-replication, Hoechst DNA content imaging, 48 h; actives 1.8% (n = 340,000); note: % of control where 0% means no effect; nearly all actives have a fitted effect of over 55% in size
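Quantitative HTS format with DMSO vehicle controls; 48 hr drug incubation at 37 C, then 40 min Hoechst staining and scanning imager measurement at 405 nm excitation.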
GLP-1R agonist – qHTS of GLP-1 Receptor Agonists. Potency, µM (series often up to 45.6 µM), without a hit: at the highest dose activation, most hits filed as activators. Glucagon-like peptide 1 receptor (Homo sapiens), P43220. actives 0.007% (n = 380,000). HEK293 GLP-1R CRE-luciferase, luminescence, 4-6 h; cells express a hypersensitive GLP-1R form; note: % of control where 0% means no effect
Target sequence (P43220 whole entry, looked up): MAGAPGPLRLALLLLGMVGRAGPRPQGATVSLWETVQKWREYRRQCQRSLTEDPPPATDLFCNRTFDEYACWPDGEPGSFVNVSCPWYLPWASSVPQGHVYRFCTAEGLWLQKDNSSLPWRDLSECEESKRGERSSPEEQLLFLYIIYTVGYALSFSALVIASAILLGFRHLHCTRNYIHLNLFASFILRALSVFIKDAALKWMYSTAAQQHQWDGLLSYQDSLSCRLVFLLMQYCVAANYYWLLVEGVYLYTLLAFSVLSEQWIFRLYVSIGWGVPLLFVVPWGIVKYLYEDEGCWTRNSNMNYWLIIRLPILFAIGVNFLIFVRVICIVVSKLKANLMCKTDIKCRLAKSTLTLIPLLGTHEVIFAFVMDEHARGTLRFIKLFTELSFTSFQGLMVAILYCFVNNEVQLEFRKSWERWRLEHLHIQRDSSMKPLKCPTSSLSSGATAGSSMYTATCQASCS
HEK293 tox – qHTS of GLP-1 Receptor Inverse Agonists: Cytotox Screen. HEK293 cAMP-luciferase reporter cells, luminescence, 24 h. Potency, µM (highest dose often 38.3 µM), inactives show at the top dose activity change, negative = inhibition, usual class: inhibitors. actives 0.13% (n = 410,000). AID 624418, 2012;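 note: loss of luciferase light is scored as toxicity; % is set by controls: 0 for no effect and ±100 for the full control effect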
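Step one: seed cells (200 cells/uL, DMEM with 10% Nu serum, 1% pen-strep). Step two: 12-hour incubation at 37 deg C. Step three: pin 23 nL compound, incubate 24 hr. Step four: add luciferase reagent, read luminescence 12 min later.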
HT1080 IDH1KD tx – qHTS for induction of synthetic lethality in tumor cells producing 2HG: qHTS for the HT-1080-IDH1KD cell line; actives 2% (n = 360,000); Potency, µM (titrated, usually from 46.1 µM), for the others: top-dose activity, negative = toxicity, most hits filed as cytotoxic; HT-1080 IDH1 knockdown viability, ATP luminescence, 48 h;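 note: 0% = DMSO wells and -100% = cell-free medium wells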
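HT-1080-IDH1KD cells (IDH1 knocked down), 750/well in RPMI with 5% FBS, treated with compound 48 h at 37 degrees C. Viability by CellTiter-Glo luminescence, normalised to DMSO and no-cell wells; concentration-response curves classed.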
GLP-1R inv ag – qHTS of GLP-1 Receptor Inverse Agonists (Inhibition Mode); Glucagon-like peptide 1 receptor (Homo sapiens), P43220; HEK293 GLP-1R CRE-luciferase, luminescence, 24 h; GLP-1R form is constitutively active; Potency, µM (highest dose often 38.3 µM), inactives show at the highest dose activity change, negative = inhibition, actives largely listed as inhibitors; actives 1.6% (n = 410,000); AID 624417, 2012; note: % is set by controls: 0 for no effect and ±100 for the full control effect; nearly all actives have a fitted effect of over 55% in size
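Inverse agonism was detected as reduced cAMP-driven luciferase luminescence after 24 h compound treatment. The cells were HEK293 clones expressing constitutively active human GLP-1R with the reporter. Reporter-only and GPR119 cell lines served as counterscreen controls.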
KB-V1 cytotox – qHTS assay for MDR1-selective chemotherapeutics: Primary screen using the drug-selected MDR subline cells KB-V1; KB-V1 MDR cells viability, CellTiter-Glo, 72 h; Potency, µM (doses to about 46.1 µM), inactives show at the highest dose activity change, negative = cytotoxicity, most hits filed as cytotoxic; actives 3.4% (n = 400,000); AID 1347076, 2019; note: % is set by controls: 0 for no effect and ±100 for the full control effect; nearly all actives have a fitted effect of over 60% in size
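Cytotoxicity via CellTiter-Glo luminescence after 72 h compound exposure at 37 degrees C. Cells: drug-selected KB-V1 line, DMEM phenol-red free plus 10% FBS. Compounds tested at multiple concentrations; normalized data fitted to concentration-effect curves.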
HT1080-NT tox – qHTS for induction of synthetic lethality in tumor cells producing 2HG: qHTS for the HT-1080-NT fibrosarcoma cell line; HT-1080-NT fibrosarcoma viability, CellTiter-Glo ATP luminescence, 48 h; Potency, µM (series often up to 46.1 µM), without a hit: top-dose activity, negative = less viability, actives largely listed as cytotoxic; actives 1.6% (n = 360,000); AID 686970, 2013;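 note: NT is the 2HG producing partner of a matched IDH1 knockdown line; 0% = DMSO-treated cells and -100% = media-only wells without cells; nearly all actives have a fitted effect of over 55% in size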
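750 cells/well, RPMI + 5% FBS; 2 h settle, compound pin-transfer, 48 h at 37 degrees C. CellTiter-Glo 10 min RT, luminescence. Normalized to DMSO and media-only wells.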
TDP-43 yeast inh – qHTS of TDP-43 Inhibitors. TDP-43 expressing yeast growth rescue, BacTiter-Glo, 24 h. Potency, µM (titrated, usually from 46.1 µM), for inactives: top-dose growth rescue (activation), actives largely listed as activators. actives 1.8% (n = 410,000). AID 652104, 2013; note: % of control where 0% means no effect; nearly all actives have a fitted effect of over 50% in size
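Readout is BacTiter-Glo luminescence of cell growth, so inhibitors register as activators. TDP-43-expressing yeast at OD600=0.02 in galactose medium, after raffinose pregrowth to mid-log, were incubated with compound for 24 hr at 30 deg C.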
Numbers without * were called inactive; ? = inconclusive; / = no result given; & = joins results of further samples; [ ] = another dose, or the depositor's remark. Calls come from the whole dose curve; as a rule, active = well fitted curve in the direction sought with a large enough effect; inconclusive = small, poorly fitted or top-dose-only effect, or another doubt; inactive = no such curve, though single readings can be large; an effect the other way counts as inactive or inconclusive. Potency is the fitted concentration of half-maximal effect.

canonical_smiles | KB-3-1 cytotox | SW480 rereplic | GLP-1R agonist | HEK293 tox | HT1080 IDH1KD tx | GLP-1R inv ag | KB-V1 cytotox | HT1080-NT tox | TDP-43 yeast inh
CN1C(=O)CSc2ccc(NC(=O)NCc3ccccc3)cc21 | -11% | -10% | -8% | -3% | -7% | 4% | ? | -2% | 14%
Cc1nc(C)c(-c2csc(Nc3ccc(F)cc3)n2)s1 | ? | 21%[1.84 µM] | 10% | -15% | ? | ? | ? | ? | /
O=C(COC(=O)c1nc(Cl)ccc1Cl)Nc1cccc(S(=O)(=O)N2CCOCC2)c1 | -1% | 9% | -3% | 5% | 0% | 18% | ? | -3% | -5%
CC(Sc1nnc(-c2ccco2)n1N)C(=O)NC1CCCCC1C (stereo not drawn) | 4% | -3% | -5% | 12% | -2% | 22% | 0% | -7% | 5%
CC1C(=O)N(Cc2cn(CCC3OCCO3)nn2)CCS(=O)(=O)N1Cc1ccc(-c2ccc(F)nc2)cc1 (stereo not drawn) | -24% | / | 2% | -2% | 4% | 13% | -1% | 4% | 0%
CC(Sc1nnc2n1CCCCC2)C(=O)Nc1cccc(S(=O)(=O)N2CCOCC2)c1 (stereo not drawn) | 0% | 6% | -1% | 5% | 2% | 10% | 0% | -3% | -6%
CCN(Cc1ccccc1)C(=O)c1cc(-c2ccccc2)n[nH]1 | 0% | / | / | 2% | / | -29% | -6% | / | 18µM*
Nc1cccc(C(=O)Nc2ccccc2Cl)c1 | 9% | 13% | -4% | -3% | 19% | 7% | 17% | 1% | 20%
CCOC(=O)c1oc2c(c1C)/C(=N/O)CCC2 | 0% | 0%[9.22 µM] | ? | -2% | 0% | 159%[activator] | ? | -2% | 6%
CCOC(=O)C1=C(Cn2ccc(C(F)(F)F)n2)NC(=O)NC1c1ccc2c(c1)OCO2 (stereo not drawn) | -20% | -6% | 3% | -17% | -21% | ? | -7% | -13% | 4%
O=C(CSc1nnc(-c2ccc(F)cc2)n1-c1ccccc1)NCCN1C(=O)CSC1=O | 26% | -1% | -2% | -3% | 26% | 13% | ? | 22% | 4%
CN(C(=O)c1cccc(NC(=O)Cc2ccc(NC(=O)C3CCN(C(=O)C4CC4)CC3)cc2)c1)C1CCCC1 | 5% | 5% | 6% | -4% | -7% | 8% | 0% | -12% | 20%
COCCCNC(=O)C[C@H]1C[C@H](C(=O)N2CCCCC2)[C@@]2(C)c3[nH]c4cc(-c5ccco5)ccc4c3CCN2C1=O | -1% | ? | -4% | 3% | -3% | 3% | -12% | -3% | 16%
O=C(Nc1ccc2c(c1)OCCO2)C(c1ccnc2ccccc12)N1CCN(c2ccc(C(F)(F)F)cn2)CC1 (stereo not drawn) | 0% | / | -6% | -5% | -13% | ? | -9% | 3% | ?
C#CCOCCOCCOCCNc1nc(N2CCN(C(=O)C([C@@H](C)O)n3cc([C@@H](N)CCCCN)nn3)CC2)nc(N2CCN(C(=O)[C@H](CCCN=C(N)N)n3cc(C(N)[C@@H](C)CC)nn3)CC2)n1 (stereo partly drawn) | 14% | 2% | -4% | -2% | 6% | 3% | -10% | 2% | -1%
COc1ccc(C2C(C(=O)C(C)(C)C)=C(O)C(=O)N2Cc2ccccc2)cc1 (stereo not drawn) | 3% | -1% | -8% | 7% | 1% | -2% | ? | 1% | -3%
COc1cc(-c2[nH]ncc2CN(C)Cc2nonc2C)cc(OC)c1OC | 0% | -26% | 8% | -9% | -7% | 0% | ? | -1% | -5%
O=C(Nc1nc(-c2ccco2)c(-c2ccco2)s1)c1ccc(F)cc1F | 44% | -1% | -20% | 3% | 8% | 9% | -28% | 9% | -8%
CCCOP(=O)(OCCC)C(NC(=O)C(C)(C)C)c1ccccc1 (stereo not drawn) | 15% | 5% | -2% | -2% | 11% | 6% | 0% | 8% | 6%
COC(C)(C)c1cc(C(C)(C)C)nc(N)n1 | 6% | -14% | -8% | -1% | 4% | 0% | 1% | 14% | -20%
CC(=O)NC(Cc1ccc(F)c(F)c1)C(=O)NC1CCN(c2c(Cc3ccccc3)c(C)nc3ncnn23)CC1 (stereo not drawn) | 20% | -10% | 19% | -14% | -6% | 4% | 86% | -3% | -9%[0.397 µM]
CC(C)Oc1ccc(-c2cc(C(=O)NCCN3CCOCC3)c3ccccc3n2)cc1 | -7% | 1% | 0% | -9% | -15% | 2% | -2% | -3% | 9%
CCOc1ccc(NC(=O)COC(=O)CCCc2c[nH]c3ccccc23)cc1 | 4% | -6% | -14% | 4% | -3% | 2% | 19% | -4% | -1%
CCOc1ccccc1C(=O)Nc1ccc(S(=O)(=O)Nc2cc(OC)nc(OC)n2)cc1 | / | -3% | 0% | -5% | 10% | 1% | / | -9% | 4%
COc1ccc2oc(C(=O)Nc3nc4ccccc4[nH]3)c(C)c2c1 | 3% | -12% | -2% | -12% | -3% | ? | ? | -1% | 3%
Cn1cnc(S(=O)(=O)N2CCN(c3cccc(Cl)c3)CC2)c1 | -24% | 17% | 0% | 11% | 4% | 17% | 22% | 0% | 15%
CCC(=O)NC(NC(=S)Nc1ccccc1Br)C(Cl)(Cl)Cl (stereo not drawn) | -2% | 0% | -14% | -23% | 5% | -22% | -28% | 11% | 8%
NC(=O)C1(N2CCCCC2)CCN(c2ccc3nnc(-c4ccccc4)n3n2)CC1 | -37% | -2% | 17% | -6% | -9% | 122%[activator] | -10% | -1% | 20%
Cc1ccccc1-c1nc(CN2CCC(C(=O)NCCc3ccccc3)CC2)c(C)o1 | -23% | / | / | -9% | / | -8% | 3% | / | 11%
N#CC(c1ccc(Cl)cc1)N1CCOCC1 (stereo not drawn) | 1% | 3% | 1% | 8% | 3% | 6% | 6% | 12% | -4%

Looked up by structure from the list above (3):
canonical_smiles | KB-3-1 cytotox | SW480 rereplic | GLP-1R agonist | HEK293 tox | HT1080 IDH1KD tx | GLP-1R inv ag | KB-V1 cytotox | HT1080-NT tox | TDP-43 yeast inh
NC(=O)C1(N2CCCCC2)CCN(c2ccc3nnc(-c4ccccc4)n3n2)CC1 | -37% | -2% | 17% | -6% | -9% | 122%[activator] | -10% | -1% | 20%
O=C(CSc1nnc(-c2ccc(F)cc2)n1-c1ccccc1)NCCN1C(=O)CSC1=O | 26% | -1% | -2% | -3% | 26% | 13% | ? | 22% | 4%
O=C(Nc1nc(-c2ccco2)c(-c2ccco2)s1)c1ccc(F)cc1F | 44% | -1% | -20% | 3% | 8% | 9% | -28% | 9% | -8%

Continued.
canonical_smiles | KB-3-1 cytotox | SW480 rereplic | GLP-1R agonist | HEK293 tox | HT1080 IDH1KD tx | GLP-1R inv ag | KB-V1 cytotox | HT1080-NT tox | TDP-43 yeast inh
CCOC(=O)c1cnc2ccc(C(=O)OC)cc2c1Nc1ccc(C(=O)O)cc1 | 13% | ? | 2% | -7% | -29% | 117%[activator] | 1% | 9% | -11%
Cc1ccc(S(=O)(=O)N2CCN(Cc3cc(Br)ccc3O)CC2)cc1 | 0% | / | / | 10% | / | ? | -28% | / | 14%
COc1ccc(OCC(=O)Nc2ccccc2OC(F)F)cc1 | -18% | -5% | 9% | 5% | -2% | 0% | -2% | -3% | ?
Clc1cc2c(c(CSc3nc4ccccc4n4cccc34)c1)OCOC2 | -23% | 4% | 2% | -7% | 11% | 6% | -7% | 13% | -17%
CC(=O)c1cccc(NC(=O)C(C)OC(=O)c2ccc(Br)o2)c1 (stereo not drawn) | -3% | 0% | 5% | -17% | -11% | 7% | ? | -2%[9.24 µM] | 24%
COc1cc(C=O)c(Br)cc1OCc1ccc(C)cc1 | -1% | ? | 20% | 18% | -2% | -26% | -24% | 6% | -26%
COCCNc1nc(Nc2ccc(F)cc2)c2sccc2n1 | -1% | / | 17% | 2% | 17% | 30% | -11% | ? | 2%
CC(OC(=O)CCCOc1ccccc1)C(=O)NC(N)=O (stereo not drawn) | 10% | 9% | -12% | 2% | -2% | 0% | 4% | 1% | 7%
CCOC(=O)Nc1n[nH]c(NC(=O)OCC)c1[N+](=O)[O-] | 13% | -2% | 0% | 8% | 12% | 19% | -7% | 15% | -3%
Cn1c(=O)c2c(SCC(=O)NCC3CCCO3)nc(-c3ccccc3Cl)nc2n(C)c1=O (stereo not drawn) | 0% | 2% | -12% | 21% | -1% | -3% | ? | -1% | -10%
COC(=O)c1ccc(C(=O)OC)c(NC(=O)CN2CCC(C)CC2)c1 | 6% | -2% | 10% | 14% | 13% | 31% | ? | 17% | 24%
Cn1nc(C2CC2)cc1NC(=O)CC(CC(=O)O)c1ccccc1 (stereo not drawn) | 1% | -7% | 5% | -2% | 18% | -6% | 22% | 7% | 5%
O=C(O)C12CC3CC(C1)CC(n1ncc(NCc4ccco4)c(Cl)c1=O)(C3)C2 | 9% | 5% | 1% | 3% | 13% | 0% | 4% | 9% | -14%
CCOC(=O)C1=C(C)NC(=O)NC1c1ccc(F)cc1 (stereo not drawn) | 11% | -6%&-12% | 1% | ? | 8% | 3% | 0% | 9% | 4%
Cc1ccccc1NC(=S)NC(=O)c1cc(-c2ccccc2)nc2ccccc12 | -17% | -16% | -7% | 0% | -15% | 7.9µM* | -5% | 2% | 16%
CCCc1c(-c2ccccc2F)ncn1Cc1ccccc1OC | 21µM* | / | 0% | -16% | ? | -30% | 21µM* | ? | 15%

Rows are unselected (roughly 9.4% active in at least one column).
